OX1R FRET antag = antagonists of human orexin 1 receptor (OX1R); Orexin/Hypocretin receptor type 1 (Homo sapiens), O43613; OX1R-expressing cells, FRET antagonist read-out; inhibition, % at 6.6 µM; 1.8% of 330,000 active; in the data active = inhibition mostly above about 38%, no sharp cut-off; inactive = mostly below about 40%;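 note: 0% = agonist challenge alone and 100% = reference antagonist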
Target sequence (O43613 whole entry, looked up): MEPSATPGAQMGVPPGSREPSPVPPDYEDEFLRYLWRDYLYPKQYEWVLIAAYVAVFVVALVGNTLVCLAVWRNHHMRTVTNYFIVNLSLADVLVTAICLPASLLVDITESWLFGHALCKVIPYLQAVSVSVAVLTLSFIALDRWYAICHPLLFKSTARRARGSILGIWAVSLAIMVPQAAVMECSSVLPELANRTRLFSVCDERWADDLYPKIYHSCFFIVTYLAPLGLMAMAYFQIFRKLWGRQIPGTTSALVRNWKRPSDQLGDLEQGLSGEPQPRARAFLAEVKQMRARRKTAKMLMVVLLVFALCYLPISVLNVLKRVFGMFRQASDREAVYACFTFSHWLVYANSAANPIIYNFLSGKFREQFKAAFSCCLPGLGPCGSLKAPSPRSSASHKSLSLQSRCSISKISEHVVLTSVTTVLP
STK33 inh = inhibitors of purified STK33 kinase, primary screen, biochemical, ADP-Glo luminescence, homogeneous, cell-free. Serine/threonine-protein kinase 33 (Homo sapiens), Q9BYT3. MBP phosphorylation. inhibition, % at 10 µM. 0.073% of 320,000 active;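 active = inhibition at or above 25%, using the most active replicate where run in duplicate; inactive = inhibition below 25%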
Target sequence (Q9BYT3 whole entry, looked up): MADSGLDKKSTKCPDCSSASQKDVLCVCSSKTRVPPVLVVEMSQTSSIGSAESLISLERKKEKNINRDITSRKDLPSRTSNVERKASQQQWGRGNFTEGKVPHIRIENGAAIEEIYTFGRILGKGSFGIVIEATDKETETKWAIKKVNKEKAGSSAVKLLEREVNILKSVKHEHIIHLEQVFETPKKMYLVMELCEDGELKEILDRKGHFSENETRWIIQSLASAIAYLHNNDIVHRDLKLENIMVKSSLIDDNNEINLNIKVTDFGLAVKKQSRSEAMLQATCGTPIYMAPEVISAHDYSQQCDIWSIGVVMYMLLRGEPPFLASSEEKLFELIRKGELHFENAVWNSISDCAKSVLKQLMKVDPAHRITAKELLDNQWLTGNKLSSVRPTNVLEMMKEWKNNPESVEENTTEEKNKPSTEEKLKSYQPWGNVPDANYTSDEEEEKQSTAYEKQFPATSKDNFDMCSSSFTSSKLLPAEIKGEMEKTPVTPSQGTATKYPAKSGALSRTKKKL
KCNQ2 block = KCNQ2 potassium channel inhibitors, primary screen, cell-based, CHO-K1, FluxOR thallium flux, B-score (AID 2156); 20 min; stronger effect = lower value; 1.1% of 310,000 active; Potassium voltage-gated channel subfamily KQT member 2 (Rattus norvegicus), O88943; B-score at 10 µM;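 active = fluorescence ratio B-score at most minus 3 library SDs, with starting brightness B-score within 2 library SDs, cut at about -5.5 in these data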
The depositor's hits bear a star; i = inactive; nt = no result given.

A first look, 2 compounds:
SMILES | OX1R FRET antag | STK33 inh | KCNQ2 block
Cc1ccc(-n2ncc3c(NCCCn4ccnc4)ncnc32)c(C)c1 | 8 | -1.1 | i
COc1ccccc1N1C(=O)S/C(=C\c2ccc(C)s2)C1=O | 30 | -0.7 | i

Main list (from the top)
SMILES | OX1R FRET antag | STK33 inh | KCNQ2 block
Cc1ccc(-n2ncc3c(NCCCn4ccnc4)ncnc32)c(C)c1 | 8 | -1.1 | i
COc1ccccc1N1C(=O)S/C(=C\c2ccc(C)s2)C1=O | 30 | -0.7 | i
CCn1ncc([N+](=O)[O-])c1C(=O)NC1CCCCC1 | 3 | 0.2 | i
O=C(CCS(=O)(=O)c1ccc(F)cc1)Nc1nnc(-c2ccc(F)cc2)o1 | 11 | -1.4 | i
COc1cccc(CNCCc2c[nH]c3ccccc23)c1OCc1ccc(F)cc1 | 16 | -0.1 | -8*
Cc1c(OC(C(=O)O)c2ccccc2)ccc2c(-c3ccccc3)cc(=O)oc12 (stereo not given) | 9 | 0.0 | i
O=C(CN1C(=O)C(=O)N(C2CCCC2)C1=O)Nc1ccc(Cl)cc1C(F)(F)F | 2 | 0.0 | nt
CC(OC(=O)CCCC(=O)Nc1ccccc1)C(=O)c1ccccc1 (stereo not given) | 15 | -0.4 | i
CC(=O)Oc1ccc(-c2nc3c(C)cccc3c(=O)o2)cc1 | 31 | -1.2 | i
CCC1CO/C(=C(\C(Cl)=C(Cl)Cl)[N+](=O)[O-])N1 (stereo not given) | 6 | -2.4 | i
COc1ccc(C(=O)N2CCN(c3ccc(C)c(C)c3)CC2)cc1OC | 14 | -1.2 | i
FC(F)(F)c1cccc(NC(=S)Nc2ccc(Cl)cc2Cl)c1 | 10 | 1.1 | i

2 neighbouring compounds already listed, quoted:
SMILES | OX1R FRET antag | STK33 inh | KCNQ2 block
COc1ccccc1N1C(=O)S/C(=C\c2ccc(C)s2)C1=O | 30 | -0.7 | i
CCn1ncc([N+](=O)[O-])c1C(=O)NC1CCCCC1 | 3 | 0.2 | i

Next section:
SMILES | OX1R FRET antag | STK33 inh | KCNQ2 block
COc1ccccc1C(=O)NC(CCSC)C(=O)OC(C)C(=O)NC1CC1 (stereo not given) | 7 | nt | i
NC(=O)c1ccsc1NC(=O)COC(=O)c1cc(=O)[nH]c2ccccc12 | 33 | -0.5 | i
O=C1/C(=C/c2ccccc2)CCCc2ccccc21 | 8 | -1.0 | i
CCC(C)NC(=O)C1=C(C)C(=O)OC12CCC(C)CC2 (stereo not given) | 6 | -1.3 | i
COc1cc(-c2noc(C)c2/C=C/c2cccc([N+](=O)[O-])c2)cc(OC)c1OC | 17 | -1.5 | i
Cc1cc(C(=O)NNC(=O)C(C)(C)Oc2ccc(Cl)cc2)c(C)o1 | 11 | -0.8 | nt
CCCCNC(=O)c1ccc(S(=O)(=O)c2ccc(Cl)cc2)c(NC(C)=O)c1 | 15 | -1.6 | i
Cc1nc(SCC(=O)NCc2ccco2)[nH]c(=O)c1C | 5 | 0.9 | i
COc1ccc(CNc2nc3nc(C)c(Cl)c(C)n3n2)cc1OC | 14 | -0.3 | i
CC12CCC(C(=O)n3c1nc1ccccc13)C2(C)C (stereo not given) | 7 | 0.8 | i
O=C(CS(=O)(=O)c1ccc(F)cc1)Nc1nnc(-c2ccccc2Cl)o1 | 45* | -2.8 | i
CC1(OC(=O)C2CCCC2)C(=O)C=C2C=C(c3ccsc3)N(C3CC3)C=C2C1=O (stereo not given) | 28 | -0.3 | i
CCc1cccc(CC)c1NC(=O)COC(=O)C1(c2ccc(Cl)cc2)CCCC1 | 30 | nt | i
CC(O)CNc1nc2sc3c(c2c(=O)n1Cc1ccco1)CCCCC3 (stereo not given) | 6 | -1.4 | i
COc1cc(/C=N/Nc2nc3c(c(=O)n(C)c(=O)n3C)n2Cc2ccccc2)ccc1OC(=O)c1ccco1 | 12 | -0.9 | i
COc1ccc(-n2c(Cc3cccn3C)nnc2SCC(=O)Nc2ccc(C(C)=O)cc2)cc1 | 9 | -0.4 | i
O=C(c1cnc2ccccc2n1)N1CCN(c2ccc(C(F)(F)F)cn2)CC1 | 11 | -2.4 | i
Cc1ccc(O)c(N=Nc2ccccc2)n1 | 36 | -3.0 | i
COc1ccccc1N1CCN(CC(=O)Nc2ccnn2C2CCCC2)CC1 | 9 | -1.9 | nt
CCOc1ccc(CN2CCN(Cc3ccon3)CC2CCO)cc1 (stereo not given) | 7 | -0.8 | i
O=C(CN1C(=O)c2ccccc2S1(=O)=O)NCCSc1ccccc1 | 16 | -0.6 | i
Cc1cc(C)c2c(CC(=O)NNC(=O)c3ccccc3)coc2c1 | 45 | -2.2 | i
Cn1c(O)c(N=NC(=O)c2ccccc2O)c2ccccc21 | 121* | -0.3 | i
Cc1cc(/C(N)=N/OC(=O)c2ccccc2Cl)no1 | 12 | 2.8 | i
CCn1c(SCc2ccc([N+](=O)[O-])cc2)nnc1C(C)NC(=O)c1ccccc1Br (stereo not given) | 22 | -0.2 | i
Cc1ccc(CCNC(=O)CCSCc2ccc(Cl)cc2)cc1 | 6 | -0.1 | i
Cc1ccc(S(=O)(=O)N(C)C)cc1NC(=O)COC(=O)c1ccc2c(=O)n3c(nc2c1)CCC3 | 2 | -2.1 | i
CCCCCCCCN=C1NC(=O)CS1 | 6 | -0.6 | i
Cc1cccc2sc(N(CCCN(C)C)C(=O)c3ccc(Cl)s3)nc12 | 8 | -0.7 | i
O=C1[C@@H]2[C@H](C(=O)N1O)[C@H]1C=C[C@@H]2C1 | 16 | -0.2 | i
Cc1ccc(OC(=O)CCC(=O)OCCCC(F)(F)C(F)(F)F)cc1 | 6 | -1.2 | i
N#CCCC1CCCC=C1N(Cc1ccccc1)C(=O)C(Cl)Cl (stereo not given) | 6 | 0.2 | i
O=C1NC2(CCCCC2)NN1c1ccccc1 | 10 | 0.5 | i
O=C(NNS(=O)(=O)c1ccc([N+](=O)[O-])cc1)c1ccc2ccccc2c1O | nt | -0.7 | i
Cc1ccc2nc(Nc3ccc(F)cc3)c3nncn3c2c1 | 24 | -1.4 | i
COc1ccc(NC(=O)Cn2c(=O)oc3cc(Cl)ccc32)c(OC)c1 | -9 | -1.6 | i
COc1ccc(C(=O)NNC(=O)CSc2nc3c(c(=O)n(C)c(=O)n3C)n2C)cc1 | 14 | 0.1 | i
O=C(N/N=C/c1ccc[nH]1)c1ccncc1 | 6 | -1.7 | i
CNC(=O)CO/N=C/c1ccc(N(C)C)cc1 | 7 | -7.1 | i
CCOc1ccc(OCC)c(NC(=O)CSc2nc3c(c(=O)n(C)c(=O)n3C)n2CC)c1 | 2 | -0.8 | i
O=C(NNC(=S)Nc1ccc(Cl)c(Cl)c1)c1ccccn1 | 10 | -1.7 | i
O=C(N/N=C/c1cccs1)c1c[nH]c2ccccc12 | 32 | 1.6 | i
COc1ccc(Cl)cc1NC(=O)Cn1c(NCCO)nc2ccccc21 | 9 | -0.6 | i
Cc1cccc(C)c1NC(=O)N1CCC(N2CCCCC2)CC1 | 8 | 2.1 | i
C/C=C(\C)C(=O)OC1CC(C)(C)C[C@H]2C3=CC[C@@H]4[C@@]5(C)CCC(O[C@@H]6O[C@@H](C(=O)O)[C@@H](O)C(O[C@@H]7OC[C@H](O)[C@@H](O)[C@@H]7O[C@@H]7OC(CO)C(O)[C@@H](O)[C@@H]7O)C6O[C@@H]6OC(CO)C(O)C(O)C6O)[C@@](C)(CO)[C@@H]5CC[C@]4(C)[C@]3(C)CC(O)[C@@]12CO (stereo not given in full) | 9 | -1.5 | nt
CC(=O)C1=C(O)C(=O)N(Cc2ccccc2)C1c1cccs1 (stereo not given) | 39 | 1.3 | i
CC1CCN(S(=O)(=O)c2ccc(C(=O)Nc3nnc(C4CC4)o3)cc2)CC1 | 27 | -0.5 | i
O=c1c2[nH]c3ccccc3c2ncn1C1CCCCC1 | 22 | -0.5 | i
Cc1cc(-n2c(C)cc(C(=O)CN3C(=O)C(=O)N(C)C3=O)c2C)no1 | 6 | -1.8 | nt
CC(C)NC(=O)NC(=O)COC(=O)c1ccc(S(=O)(=O)Nc2ccccc2)cc1 | 8 | 0.2 | i
O=C(O)c1cn(-c2ccccc2)nc1C(=O)O | 13 | -0.9 | nt
Cc1ccc(C(=O)N2CCSC2=S)cc1 | 19 | -2.2 | i
O=C(c1ccccc1F)N1CCN(S(=O)(=O)c2ccc(Br)cc2)CC1 | 1 | -2.4 | i
Cc1cc(C)nc(NC(=O)CSc2nc3ccccc3s2)n1 | 98* | 2.2 | i
CCOC(=O)C1=C(c2ccccc2)N=C2SCC(=O)N2C1c1ccc(OC)c(OC)c1 (stereo not given) | -6 | -1.0 | i
O=C(NCc1ccccc1)c1ccc(/C=N/O)nc1 | 7 | -1.2 | i
Cc1cc(Cl)nc(NC(=O)Nc2cccc(Cl)c2)n1 | 29 | -0.6 | i
CC(C)Cn1c(N)c(C(=O)COC(=O)CN2C(=O)C3CC=CCC3C2=O)c(=O)n(C)c1=O (stereo not given) | 9 | -0.5 | i
COc1cccc(NC(C)C(=O)N2CC(C)OC(C)C2)c1 (stereo not given) | 11 | -1.0 | i
COc1ccc(S(=O)(=O)NCC(=O)NC2CC2)cc1OC | 13 | -0.2 | i
(continued)
SMILES | OX1R FRET antag | STK33 inh | KCNQ2 block
COc1ccccc1N1CCN(C2CCCN(C(=O)CCc3ccccn3)C2)CC1 (stereo not given) | nt | -0.1 | i
COc1ccc(CN2CCN(C(=O)C3CCC(CNS(=O)(=O)c4ccccc4)CC3)CC2)c(OC)c1OC (stereo not given) | 11 | -2.6 | i
COc1ccc(N2CCN(c3nc4c(c(=O)[nH]c(=O)n4C)n3Cc3cccc(C)c3)CC2)cc1 | 2 | -0.8 | i
O=C(O)Cc1ccc(NC(=O)Cc2ccc3ccccc3c2)cc1 | nt | -5.3 | i
O=C(NS(=O)(=O)Oc1cccc(Cl)c1Cl)OC[C@@H]1CCCN2CCCCC12 (stereo not given in full) | 12 | 0.3 | i
COc1ccc(OC)c(NC(=O)CSc2nc3ccccc3cc2Cc2ccccc2)c1 | 11 | -2.4 | i
Cc1ccc(S(=O)(=O)N2CCCCCC2)cc1[N+](=O)[O-] | 20 | -1.8 | i
COc1ccc(CCNC(=O)CCS(=O)(=O)c2cccc3nsnc23)cc1OC | 77* | -0.3 | i
c1ccc2c(c1)CN1CCCC1=N2 | 8 | -0.3 | i
Nc1ccn([C@@H]2O[C@H](CO)[C@@H](O)C2O)c(=O)n1 (stereo not given in full) | 19 | -1.1 | i
Cc1ccc2c(c1)N(CCC(=O)NCC1CCCO1)C(=O)CO2 (stereo not given) | 11 | -1.3 | i
CCc1ccc(NC(=O)CSCCN2C(=O)c3ccccc3C2=O)cc1 | 34 | -0.3 | i
Cc1ccnc(NS(=O)(=O)c2ccc(NC(=O)CC(C)c3ccccc3)cc2)n1 (stereo not given) | 7 | 0.4 | i
COCCN(C(=O)c1sc2ccccc2c1Cl)c1c(N)n(CC(C)C)c(=O)[nH]c1=O | 7 | 0.0 | nt
CC(C)Oc1ccc(S(=O)(=O)N(C(C)C)C(C)C)cn1 | 13 | 2.6 | i
CN(C1CCCCC1)S(=O)(=O)c1ccc(S(=O)(=O)N2CCN(CCC#N)CC2)cc1 | 10 | -0.2 | i
CCOc1ccc(Nc2nc(N)c([N+](=O)[O-])c(N3CCN(C)CC3)n2)cc1 | 14 | 1.9 | i
O=S(=O)(Cc1ccccc1)N1CCc2ccccc21 | 13 | 0.6 | i
Cc1ccc(-n2nccc2-c2nn(-c3cccc(C(F)(F)F)c3)c(=O)n(C)c2=O)cc1 | 24 | 0.6 | i
CCN(CC)CCn1c2ccc(Cl)cc2c2nc(C)sc21 | 18 | -0.2 | i
O=C(Nc1nc2ccccc2[nH]1)c1ccc(Br)o1 | 12 | 60* | i
CCC(=O)OC1(C#CCOc2ccc(OC)cc2)CCN(C)CC1 | 26 | 1.6 | i
NS(=O)(=O)c1cccc(NC(=O)CSc2nnc(C3CC3)n2Cc2ccccc2)c1 | 9 | -1.1 | i
O=S(=O)(c1ccc(F)cc1)N1CCN(c2ccc(-c3ccccc3)nn2)CC1 | 18 | 0.2 | i

Given with two lines to a compound: part of the list above
Under each structure: OX1R FRET antag	STK33 inh	KCNQ2 block
> COc1cccc(NC(C)C(=O)N2CC(C)OC(C)C2)c1 (stereo not given)
    11	-1.0	i
> COc1ccc(S(=O)(=O)NCC(=O)NC2CC2)cc1OC
    13	-0.2	i
> COc1ccccc1N1CCN(C2CCCN(C(=O)CCc3ccccn3)C2)CC1 (stereo not given)
    nt	-0.1	i
> COc1ccc(CN2CCN(C(=O)C3CCC(CNS(=O)(=O)c4ccccc4)CC3)CC2)c(OC)c1OC (stereo not given)
    11	-2.6	i
> COc1ccc(N2CCN(c3nc4c(c(=O)[nH]c(=O)n4C)n3Cc3cccc(C)c3)CC2)cc1
    2	-0.8	i
> O=C(O)Cc1ccc(NC(=O)Cc2ccc3ccccc3c2)cc1
    nt	-5.3	i
> O=C(NS(=O)(=O)Oc1cccc(Cl)c1Cl)OC[C@@H]1CCCN2CCCCC12 (stereo not given in full)
    12	0.3	i

Additional records:
SMILES | OX1R FRET antag | STK33 inh | KCNQ2 block
CCOc1ccc(OCC(=O)Nc2ccc(S(N)(=O)=O)cc2)cc1 | 21 | nt | i
COc1ccc(CCN2C(=O)c3ccccc3NC2c2cc(Cl)c(O)c(OC)c2)cc1 (stereo not given) | 25 | -0.9 | i
CCCCOC(=O)N/N=C/C=C/c1ccccc1 | 15 | -0.9 | i
CN(Cc1ccc2c(c1)OCO2)C(=O)c1cc(-c2ccccc2)c(N2CCOCC2)s1 | 3 | 0.0 | nt
Cc1ccccc1OCC(=O)NC1=NCCS1 | 0 | -1.3 | i
COc1ccc(CN2CCCC(C(=O)N3CCCC3)C2)c(OC)c1 (stereo not given) | 4 | 4.7 | i
CC(C)Nc1nc(-c2ccccc2)nc(-n2ccnc2)n1 | 11 | -0.9 | i
CCCC(=O)N1CCN(c2nnc(-c3ccccc3)c3ccccc23)CC1 | 9 | -1.2 | i
